BRCA1 expr act – BRCA1 expression activation | MCF7-BRCA1-FFLuc reporter, luminescence, 48 h; response scale: scaled: vehicle 0%, 10 µM genistein 100% | Potency, µM (titrated, usually from 46.1 µM), for inactives: top-dose activation, most hits filed as activators | 380,000 tested, 1.1% active; note: potency is the fitted concentration of half-maximal effect; nearly all actives have a fitted effect of over 80% in size; some results filed as inactive show a strong effect at the top dose
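Activators of BRCA1 expression were detected as increased firefly luciferase luminescence in engineered MCF7 cells after 48 h compound incubation. Signals were scaled to genistein 10 microM as full activation.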
p53 reactivation – mutant p53 re-activation in reporter cells; Potency, µM (highest dose often 92.2 µM), for the others: at the highest dose activity change, positive = activation, actives largely listed as activators; 320,000 tested, 0.063% active; H1299 p53-A138V BP100-luciferase reporter, luminescence, 24 h; AID 504706; note: potency is the fitted concentration of half-maximal effect; % of control where 0% means no effect; nearly all actives have a fitted effect of over 45% in size
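p53-null H1299 cells stably carrying temperature-sensitive p53-A138V and a BP100-luciferase reporter were pinned with compounds (4-point, 1:5 series) and held 24 hrs at 37 deg C. Luminescence was read 10 min after detection reagent.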
TRPV1 ag – activates the human vanilloid receptor TRPV1 | Q8NER1 | TRPV1-expressing cells, Fluo-8 calcium influx, agonist mode | activation, % at 8.33 µM | 320,000 tested, 0.19% active | AID 540275; in the data active = activation above about 80%; inconclusive = between about 30% and that limit; note: 0% is about no effect
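Cells expressing TRPV1 were dye-loaded with Fluo-8 and read kinetically: 10 s baseline, 3 min after compound (agonist portion), then 2 min after EC20 capsaicin (allosteric enhancer portion). Calcium-bound dye fluorescence at 480/520 nm.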
RORg inh – ROR gamma (mouse) transcription inhibition; P51450; Drosophila S2 Gal4-RORgamma UAS-luciferase reporter, 20 h; Potency, µM (highest dose often 53.6 µM), without a hit: at the top dose activity change, negative = inhibition, usual class: inhibitors; 310,000 tested, 5.4% active; note: potency is the fitted concentration of half-maximal effect; % is set by controls: 0 for no effect and ±100 for the full control effect; nearly all actives have a fitted effect of over 60% in size
Target sequence (P51450 whole entry, looked up, the tested form may be a part): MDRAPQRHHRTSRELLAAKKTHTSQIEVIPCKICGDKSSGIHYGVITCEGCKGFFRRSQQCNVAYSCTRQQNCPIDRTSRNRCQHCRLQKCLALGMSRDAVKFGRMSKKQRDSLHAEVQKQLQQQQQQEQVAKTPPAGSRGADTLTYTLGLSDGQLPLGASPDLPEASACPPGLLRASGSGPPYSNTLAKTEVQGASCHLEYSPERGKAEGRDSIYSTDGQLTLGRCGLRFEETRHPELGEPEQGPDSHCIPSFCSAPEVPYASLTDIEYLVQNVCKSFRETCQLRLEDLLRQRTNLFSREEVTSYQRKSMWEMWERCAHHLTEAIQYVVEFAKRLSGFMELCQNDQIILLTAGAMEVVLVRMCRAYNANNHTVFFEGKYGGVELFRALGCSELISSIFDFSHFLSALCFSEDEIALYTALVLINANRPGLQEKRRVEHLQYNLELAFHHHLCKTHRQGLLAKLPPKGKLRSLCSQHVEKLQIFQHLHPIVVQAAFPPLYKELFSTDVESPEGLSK
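Read-out: Photinus luciferase luminescence; inhibitors lower reporter signal. Insect Schneider cells with Gal4-ROR gamma fusion under metallothionein promoter, UAS reporter; 700 uM final copper sulfate induction, 20 hr, ambient temperature.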
Rab9 prom act – Rab9 promoter activation | Huh7 Rab9 promoter-luciferase reporter, luminescence, 24 h | AID 485297 | 320,000 tested, 2.8% active | Potency, µM (highest dose often 9.22 µM), for inactives: top-dose activation, negative = inhibition, usual class: activators; note: potency is the fitted concentration of half-maximal effect; % of control where 0% means no effect; nearly all actives have a fitted effect of over 60% in size
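Luminescence from Amplite-detected luciferase (10 minutes, ambient) reports Rab9 promoter activation. Before that, stable Rab9-luciferase Huh7 cells (1500/well, reduced-serum OP-MEM I plus 10% FBS) were exposed to compound for 24 hours at 37C.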
FLuc modulator – firefly luciferase modulation, counter-screen for miR-21 project; P08659; purified FLuc, Km substrates, luminescence inhibition; Potency, µM (series often up to 57.5 µM), without a hit: at the highest dose activity change, negative = inhibition, most hits filed as inhibitors; 360,000 tested, 6.9% active; AID 588342;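 note: potency is the fitted concentration of half-maximal effect; plate controls were vehicle for no effect and reference inhibitor for full effect; nearly all actives have a fitted effect of over 55% in size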
Target sequence (P08659 whole entry, looked up): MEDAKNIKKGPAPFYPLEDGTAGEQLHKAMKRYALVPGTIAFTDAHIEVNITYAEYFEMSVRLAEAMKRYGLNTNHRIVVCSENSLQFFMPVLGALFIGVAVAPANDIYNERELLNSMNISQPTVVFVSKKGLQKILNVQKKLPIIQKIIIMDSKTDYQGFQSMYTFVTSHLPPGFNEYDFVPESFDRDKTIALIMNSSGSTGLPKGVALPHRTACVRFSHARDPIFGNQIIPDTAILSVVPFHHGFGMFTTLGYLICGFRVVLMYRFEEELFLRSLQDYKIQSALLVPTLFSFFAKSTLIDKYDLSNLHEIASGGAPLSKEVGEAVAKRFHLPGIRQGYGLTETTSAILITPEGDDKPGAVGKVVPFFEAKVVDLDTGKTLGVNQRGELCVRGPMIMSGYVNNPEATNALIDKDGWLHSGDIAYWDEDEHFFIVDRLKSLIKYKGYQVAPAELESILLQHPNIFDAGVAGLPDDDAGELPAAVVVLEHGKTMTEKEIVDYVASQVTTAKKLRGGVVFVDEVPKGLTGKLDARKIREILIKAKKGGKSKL
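Purified P. pyralis luciferase (10nM final) with 10uM D-luciferin and 10uM ATP (Km levels) in 50mM Tris acetate pH 7.5, 10mM Mg acetate, 0.01% Tween-20, 0.05% BSA; qHTS 6-point titration, ~60 µM downward; luminescence read.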
NPC1 prom act – activates the NPC1 promoter; Potency, µM (series often up to 9.22 µM), inactives show at the top dose activation, actives largely listed as activators; Huh7 NPC1 promoter luciferase reporter, 24 h; 320,000 tested, 2.4% active;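 note: potency is the fitted concentration of half-maximal effect; % of control where 0% means no effect; nearly all actives have a fitted effect of over 60% in size; reporter is driven by a mutant NPC1 promoter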
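Compounds in DMSO were transferred onto Huh7 NPC1-luciferase reporter cells pre-incubated 2 h; after 24 h at 37 °C, Amplite reagent was dispensed and luminescence recorded 10 min later.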
ELG1 DNA repair – inhibitors of ELG1-dependent DNA repair in HEK293T cells; HEK293T ELG1-luciferase reporter, luminescence, 16 h; DNA damage induced by 5-fluorouridine; Potency, µM (top dose mostly 46.1 µM), inactives show top-dose activity change, negative = inhibition, most hits filed as inhibitors; 330,000 tested, 2.3% active; note: potency is the fitted concentration of half-maximal effect; % is set by controls: 0 for no effect and ±100 for the full control effect; nearly all actives have a fitted effect of over 55% in size
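Luminescence from the luciferase reporter, measured 30 min after ONE-Glo reagent at room temperature, was the read-out. Beforehand, 2,000 cells per well were exposed for 16 hr at 37 °C to 5-fluorouridine together with compound or vehicle.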
Gal4-VP16 FLuc – inhibits Gal4-VP16 luciferase reporter, ROR gamma counter-screen; Drosophila S2 Gal4-VP16 UAS-luciferase, luminescence, 20 h; Potency, µM (highest dose often 53.6 µM), for inactives: at the highest dose activity, negative = inhibition, usual class: inhibitors; 310,000 tested, 3.5% active; AID 2546;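 note: Gal4-VP16 expression switched on by copper sulfate through the metallothionein promoter; potency is the fitted concentration of half-maximal effect; % is set by controls: 0 for no effect and ±100 for the full control effect; nearly all actives have a fitted effect of over 50% in size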
Tb PFK block – T. brucei PFK enzyme inhibition; AID 485367; Potency, µM (series often up to 57.5 µM), inactives show top-dose activity, negative = inhibition, hits mostly inhibitors; 330,000 tested, 0.17% active; T. brucei PFK, ADP-Glo luminescence;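 note: potency is the fitted concentration of half-maximal effect; 0% = uninhibited 1x PFK enzyme wells and -100% = no-enzyme wells; nearly all actives have a fitted effect of over 60% in size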
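PFK 1.25 nM, F6P 0.5 mM, ATP 0.1 mM, 0.1 M TEA pH 8.0, 5 mM MgCl2, 0.01% Tween20, 0.1% BSA; 45 min RT. ADP-Glo readout. qHTS titration up to 57 uM; curves fitted, compounds curve-classed.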
ELG1 genotoxic – inducers of genotoxicity in HEK293T ELG1-luciferase cells | 330,000 tested, 1.3% active | AID 504466 | HEK293T ELG1-luciferase reporter, luminescence, 16 h | Potency, µM (doses to about 46 µM), inactives show top-dose activity change, positive = activation, actives largely listed as activators; note: potency is the fitted concentration of half-maximal effect; % of control where 0% means no effect; nearly all actives have a fitted effect of over 60% in size
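Quantitative HTS format in 1536-well plates. HEK293T ELG1-luciferase reporter cells receive test compound and are incubated 16 hr at 37 °C, 5% CO2; ONE-Glo added, 30 min room temperature, then luminescence read.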
An asterisk follows results filed as active; ? = inconclusive; . = not tested or not shown; [ ] = dose if it differs, or a comment. Unless noted, calls come from the whole dose curve; as a rule, active = well fitted curve in the direction sought with a large enough effect; inconclusive = small, poorly fitted or top-dose-only effect, or another doubt; inactive = no such curve, though single readings can be large; an effect the other way counts as inactive or inconclusive.

SMILES	BRCA1 expr act	p53 reactivation	TRPV1 ag	RORg inh	Rab9 prom act	FLuc modulator	NPC1 prom act	ELG1 DNA repair	Gal4-VP16 FLuc	Tb PFK block	ELG1 genotoxic
O=C(O)C1=C[C@@H](C2CCCCC2)C[C@@H](OCCCCO)O1	-0.2%	0.1%	-1.6	3.2%	0.6%	-1.4%	0.7%	7.3%	-0.9%	-1.8%	1.0%
COc1ccccc1CNC(=O)COC(=O)c1cc([N+](=O)[O-])ccc1N1CCOCC1	-18.4%	-10.0%	?	14.7%	0.9%	0.6%	-5.8%	-4.1%	5.0%	0.2%	-9.6%
CCCc1nc(SCC(=O)NNC(=O)C2CCCCC2)c2ccccc2n1	-8.6%	-0.3%	-1.3	-21.5%	0.6%	4.5%	3.3%	-9.3%	-3.8%	-5.7%	-0.9%
CC1(C)Cc2cccc(OCC(=O)NCc3ccccc3)c2O1	-0.1%	-5.5%	?	29.7%	-1.4%	1.8%	-0.7%	16.1%	-10.3%	0.3%	-4.5%
CN1CCN(C(=O)c2ccc3c(c2)N(C)C(=O)/C(=C/c2cccc(Cl)c2)S3)CC1	-10.1%	-6.9%	2.8	?	-5.3%	-15.4%	0.2%	0.7%	-25.5%	0.4%	-2.1%
CCC(Oc1ccccc1)C(=O)NCCOC (centres undefined)	10.1%	0.8%	-6.4	-0.8%	-6.2%	1.4%	-0.3%	-5.5%	-9.1%	-2.6%	2.2%
CC1CCCCC12NC(=O)N(CC(=O)NCc1ccco1)C2=O (centres undefined)	9.8%	-8.9%	1.8	.	-5.5%	5.4%	-1.4%	-2.1%	.	4.0%	0.5%
Cn1c(CNC(=O)CNC(=O)c2cccc(F)c2)cc(=O)n(C)c1=O	11.0%	2.9%	-0.5	-9.6%	0.4%	2.1%	2.5%	?	3.0%	1.2%	2.1%
Cc1ccc2c(C(=O)CN3CCCC3)c(C)[nH]c2c1	-28.2%	-6.8%	-0.5	12.1%	-9.2%	-1.5%	-3.3%	0.8%	6.3%	-2.6%	-1.2%
CC(C)C(NS(=O)(=O)c1cccc(C(F)(F)F)c1)C(=O)N1CCc2ccccc2C1 (centres undefined)	-20.1%	-8.0%	?	-29.0%	0.3%	1.4%	-0.6%	-19.7%	-6.8%	-2.9%	-8.1%
CS(=O)(=O)/C(C#N)=C/c1c(-c2ccccc2)nc2n1CCS2	8.0%	4.9%	4.6	0.0%	2.7%	0.1%	1.4%	-6.3%	5.0%	0.7%	2.3%
CCOC(=O)Cn1ccc(NC(=O)COc2ccc(F)cc2)n1	0.1%	0.6%	1.1	-7.1%	-1.3%	?	1.6%	8.6%	-0.2%	-0.1%	2.3%
CCOc1ccc(CCNC(=O)CCC(=O)N2CCOc3ccc(C)cc32)cc1OCC	-9.0%	.	0.3	18.8%	6.8%	9.9%	-2.2%	-8.1%	-1.2%	-3.1%	-6.8%
O=C1NC(Cc2ccccc2)c2nc3ccccc3c(=O)n2-c2ccc(Cl)cc21 (centres undefined)	.	13.2%	1.2	.	1.3%	-1.0%	1.1%	7.7%	.	-5.0%	-0.3%
CN(CC(=O)NC(=O)NCc1ccccc1)Cc1ccc(Cl)c(Cl)c1	-3.9%	18.2%	21.2	35.2%	0.6%	1.1%	-2.3%	-0.7%	-13.4%	-14.6%	-4.2%
Cn1nc(C(F)(F)F)c(-c2cccc(C(F)(F)F)c2)c1NC(=O)CSCC(=O)O	-4.5%	-0.6%	6.7	20.1%	0.7%	-1.6%	-0.5%	-0.8%	?	-0.3%	-0.7%
O=C1N=C(N2CCOCC2)S/C1=C\C=C/c1ccccc1	0.9%[1.84 µM]	16.0%	?	?	?	10.7µM*	?	?	18.3%	2.1%	?
Cc1cc(C)c2c(N)c(C(=O)NC3CCCC3)sc2n1	46.6%	4.5%	1.9	33.4%	23.9%	?	7.0%	-5.9%	17.5%	4.1%	9.7%
CCN(Cc1nc2ccccc2c(=O)[nH]1)C(=O)c1cccc(OCc2c(C)noc2C)c1	-48.9%	-4.1%	0.2	.	-4.7%	-1.3%	-3.5%	?	.	-0.3%	-5.2%
C=CCn1c(C)nc2c(sc3nc4c(cc32)COC(C)(C)C4)c1=O	6.31µM*	5.5%	-2.3	1.4%	2µM*	10.7µM*	1.78µM*	?	4.7%	-2.7%	?
CCCCC(=O)N1CCN(c2nc3ccc(F)cc3s2)CC1	18.8%	9.1%	-4.9	-28.3%	0.501µM*	6.01µM*	0.562µM*	?	?	-1.0%	-5.3%
O=C1CC(N(Cc2ccc3c(c2)OCO3)C(=O)Nc2ccc(F)cc2)C(=O)N1c1ccccc1 (centres undefined)	2.0%	-14.7%	-1.8	22.4%	-2.8%	-5.7%[2.3 µM]	1.7%	-13.9%	1.3%	25.2%	-8.8%
c1cc2c(cn1)cnc1cscc12	26.7%	-18.4%	-3.2	18.4%	-3.5%	1.1%	4.0%	8.2µM*	-2.5%	0.0%	-3.3%
C[C@]12CCC(=O)C=C1CCC1C2CC[C@@]2(C)C1CCC21OCCO1 (some centres undefined)	-41.1%	5.3%	.	.	.	.	.	?	.	0.1%	-7.0%
COc1ccc(S(=O)(=O)N2CCC(C(=O)NCCc3c[nH]c4ccccc34)CC2)cc1	-8.5%	4.8%	-1.4	42.8%	-5.0%	-10.0%	-2.1%	-0.8%	11.5%	-9.1%	-2.7%
NC(=O)c1ccsc1NC(=O)COC(=O)c1nc(Cl)ccc1Cl	-14.1%	1.3%	1.7	.	-3.0%	-3.6%	0.1%	23.1%	.	-2.8%	-3.4%
O=C(Nc1nccs1)c1ccc2c(=O)n3c(nc2c1)CCCCC3	?	?	6.7	?	3.16µM*	10.7µM*	2.82µM*	?	-0.4%	2.6%	14.5%
O=C(C1CC(=O)N(C2CCCC2)C1)N1CCC(Cc2ccccc2)CC1 (centres undefined)	-35.4%	-2.7%	-4.9	28.1%	-3.4%	3.4%	-3.3%	0.0%	?	-0.4%	-9.7%
COCCNc1cc(C)c(C#N)c2nc3ccccc3n12	-7.6%	-5.5%	0.6	-9.5%	2.6%	2.1%	15.2%	-0.2%	-26.2%	2.3%	-0.7%
CN(C)[C@@H](CO)c1nnc([C@H](Cc2ccc(O)cc2)NC(=O)C2CCNCC2)o1	14.2%	-2.0%	0.9	11.6%	0.6%	-2.5%	-2.4%	?	-8.4%	3.4%	-2.3%
COc1ccc(C(=O)CCC(=O)Nc2cccnc2)cc1OC	-14.8%	21.6%	-3.1	?	-2.5%	-0.4%	0.3%	19.7%	4.2%	9.5%	-1.1%
O=C(/C=C/c1ccc(Cl)cc1)c1ccc([N+](=O)[O-])o1	1.0%	-27.7%	11.0	.	-40.3%[inhibitor]	4.0%	-37.6%[inhibitor]	?	.	-6.2%	-5.6%
C/C=C(\C)CN1CCC(Oc2cc(C(=O)NC3CC3)ccc2OC)CC1	7.2%	4.6%	2.5	3.1%	-1.6%	0.0%	2.5%	-4.7%	-0.1%	-2.7%	8.7%
CC(C)N1CCc2c(sc(NC(=O)Cc3ccccc3)c2C(N)=O)C1	-11.0%	3.7%	-1.3	-24.5%	0.2%	-0.2%	-6.8%	-5.9%	-0.7%	2.2%	1.8%
COc1ccc(C2C(C#N)=C(N)Oc3cc(C)n(Cc4ccco4)c(=O)c32)cc1 (centres undefined)	-24.8%	2.1%	0.4	-12.6%	-4.3%	1.5%	-1.2%	-2.6%	2.4%	8.5%	-0.9%
Nc1cc2nc[nH]c2cc1N	26.1%	19.1%	0.1	?	11.2%	15.1µM*	-7.0%	?	28.2%	29.0%	18.8%
O=C(CN1C(=O)C2C3c4ccccc4C(c4ccccc43)C2C1=O)N1CCOCC1 (centres undefined)	-10.7%	0.0%	1.9	14.8%	2.1%	-0.6%	-1.3%	0.0%	3.5%	0.2%	-11.8%
CC(C)C1Cc2c(C#N)c(N)sc(=S)c2CO1 (centres undefined)	-16.2%	3.9%	-0.6	-42.5%	0.8%	-5.6%	-3.2%	9.0%	11.0%	4.2%	4.4%
Nc1ncnc(Nc2ccccc2C(F)(F)F)n1	3.1%	-1.5%	-1.5	1.5%	-3.3%	4.8%	19.7%	-3.8%	-1.6%	-1.7%	0.4%
Cc1ccc(-c2cc(C(=O)N/N=C/c3c(C)nn(C)c3C)c3ccccc3n2)c(C)c1	-32.0%	-3.0%	5.2	-4.2%	7.1%	?	0.4%	-5.2%	-2.1%	-3.4%	4.6%

Bioassay records as filed in PubChem.
